High-throughput results: PubChem BioAssay, several laboratories
C8 TRAIL sens – sensitizes caspase-8 expressing cells to TRAIL; NB7+C8 cells + TRAIL, ATPlite viability luminescence; inhibition (viability loss, TRAIL sensitization), % at 10 µM; 360,000 tested, 1% active; AID 624354;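 active = compounds causing at least 50% loss of cell viability in the single-dose screen, relative to plate controls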
TROY NFkB inh – blocks TROY-dependent signaling in reporter cells; inhibition, % at 10 µM; Q293 LMP1-TROYcd NF-kB luciferase reporter, 4 h; 360,000 tested, 0.98% active;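 active = compounds whose plate-normalised and pattern-corrected inhibition of the luciferase reporter signal at the single screening dose is 50% or more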
NOD2-RIPK2 inh – NOD2-RIPK2 protein interaction inhibition. 360,000 tested, 0.38% active. O43353. CHO BLA complementation NOD2-RIPK2, CCF4 ratio. inhibition, % at 4.98 µM; in the data active = inhibition above about 21%;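 note: 0% = vehicle only and 100% = reference blocker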
Target sequence (O43353 whole entry, looked up): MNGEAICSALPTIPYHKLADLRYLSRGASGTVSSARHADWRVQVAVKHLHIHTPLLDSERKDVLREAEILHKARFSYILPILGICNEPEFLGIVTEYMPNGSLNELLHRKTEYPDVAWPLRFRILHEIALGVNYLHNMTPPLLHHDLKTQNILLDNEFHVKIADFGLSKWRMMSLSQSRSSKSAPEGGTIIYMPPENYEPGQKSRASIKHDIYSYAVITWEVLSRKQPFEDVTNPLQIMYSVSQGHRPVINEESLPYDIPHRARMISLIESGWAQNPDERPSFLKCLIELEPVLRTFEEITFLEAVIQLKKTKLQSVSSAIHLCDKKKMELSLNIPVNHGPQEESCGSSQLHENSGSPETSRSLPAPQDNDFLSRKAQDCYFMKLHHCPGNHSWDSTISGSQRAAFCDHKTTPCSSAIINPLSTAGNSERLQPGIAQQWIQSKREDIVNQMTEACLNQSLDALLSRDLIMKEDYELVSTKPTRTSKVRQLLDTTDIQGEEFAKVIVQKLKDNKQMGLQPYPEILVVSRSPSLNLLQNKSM
NR2F2 inh – blocks human COUP-TFII nuclear receptor. P24468. HEK293T NGFI-A luciferase reporter, luminescence. inhibition, % at 8.6 µM. 370,000 tested, 0.7% active. AID 686940;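 active = inhibition above a per-plate cutoff, mean inhibition of test wells between control levels plus 3 SD, cut at about 38% in these data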;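 note: cells cotransfected with COUP-TFII expression vector driving the NGFI-A reporter; 0% = median of COUP-TF2 test wells and 100% = reporter-only cells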
SRC3 inh – inhibitors of human steroid receptor coactivator 3 (SRC3); 360,000 tested, 0.17% active; HEK293 GAL4-SRC3 luciferase reporter, luminescence; inhibition, % at 3.6 µM; AID 588352;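 active = inhibition above a per-campaign cutoff, the mean of all compounds plus 3 SD, cut at about 60% in these data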;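 note: 0% = DMSO-treated cells and 100% = gossypol-treated cells at 36 µM; higher means less SRC3-driven luciferase light from the GAL4 reporter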
Vif inh – inhibitors of HIV Vif. 340,000 tested, 0.35% active. HEK293T cells, Vif self-association by quenched fluorescence, imaging, 24 h. inhibition, % at 7.49 µM; in the data active = inhibition above about 50%, passing the limit was not always enough; inconclusive = no clear call, values can overlap the other calls; inactive = below about 31%; note: some results filed as inactive read as strong as hits
NCOA2 inhibitor – human SRC2 (NCOA2) inhibition; HEK293 GAL4-SRC2 luciferase reporter, luminescence; 370,000 tested, 0.17% active; inhibition, % at 9 µM; Q15596;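 active = inhibition above the mean inhibition of all tested compounds plus 3 SD, set per campaign, cut at about 52% in these data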;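 note: 0% = DMSO treated cells and 100% = cells given Gossypol at 36 µM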
EBV LMP1 NFkB – inhibitors of Epstein-Barr LMP1-induced NF-kappaB reporter | LMP1-induced NF-kappaB luciferase reporter cells, luminescence | inhibition, % at 12.5 µM | 350,000 tested, 0.69% active; in the data active = inhibition above about 41%; inconclusive = no clear call, values can overlap the other calls;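 note: 0% = neutral control wells and 100% = reference inhibitor control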
TLR9-MyD88 block – TLR9-MyD88 interaction inhibition | CHO BLA complementation TLR9-MyD88, CCF4 FRET ratio | AID 504734 | 340,000 tested, 0.21% active | Q9NR96+Q99836 | inhibition, % at 4.98 µM;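 active = inhibition above the mean over all tested compounds plus 3 SD, cut at about 21% in these data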;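 note: 0% = DMSO only wells and 100% = clavulanate BLA inhibitor control wells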
NR5A2 inv ag – suppresses constitutive activity of human LRH-1; O00482; HEK293T StAR-luciferase reporter, LRH-1 transfected, 24 h; inhibition, % at 3.6 µM; 360,000 tested, 0.13% active; AID 602396;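 active = inhibition above the mean inhibition of all tested compounds plus 3 SD, cut at about 73% in these data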;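 note: 0% = DMSO wells and 100% = reporter-only cells lacking LRH-1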
Target sequence (O00482 whole entry, looked up): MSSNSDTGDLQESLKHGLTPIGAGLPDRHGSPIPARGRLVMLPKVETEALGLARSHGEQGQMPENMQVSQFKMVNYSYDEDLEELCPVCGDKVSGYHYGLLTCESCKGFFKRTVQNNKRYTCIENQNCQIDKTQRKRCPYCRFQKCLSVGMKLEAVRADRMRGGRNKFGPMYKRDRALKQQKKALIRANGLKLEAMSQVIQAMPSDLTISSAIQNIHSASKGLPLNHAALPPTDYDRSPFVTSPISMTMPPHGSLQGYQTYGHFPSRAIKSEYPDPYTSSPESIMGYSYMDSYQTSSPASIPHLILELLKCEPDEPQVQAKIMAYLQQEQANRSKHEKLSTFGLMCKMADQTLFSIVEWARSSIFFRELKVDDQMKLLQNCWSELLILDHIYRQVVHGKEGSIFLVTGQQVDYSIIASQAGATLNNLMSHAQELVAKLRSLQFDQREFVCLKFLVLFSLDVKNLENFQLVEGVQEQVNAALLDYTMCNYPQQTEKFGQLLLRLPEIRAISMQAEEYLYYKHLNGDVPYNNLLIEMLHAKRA
NCOA1 inh – human NCOA1 inhibition. HEK293 GAL4-SRC1 luciferase reporter, luminescence. inhibition, % at 3.6 µM. 360,000 tested, 0.12% active;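 active = inhibition above the campaign mean plus 3 SD, with each screening campaign given its own cutoff, cut at about 60% in these data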;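 note: 0% = DMSO treated cells and 100% = gossypol at 36 µM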
Starred values were filed as active, the others as inactive; u = inconclusive; x = no result given.

SMILES	C8 TRAIL sens	TROY NFkB inh	NOD2-RIPK2 inh	NR2F2 inh	SRC3 inh	Vif inh	NCOA2 inhibitor	EBV LMP1 NFkB	TLR9-MyD88 block	NR5A2 inv ag	NCOA1 inh
C=CCc1cccc(/C=N/NC(=O)C(C)Nc2cccc(C)c2)c1O (stereo not drawn)	18	27	-3	0	31	12	7	11	-3	-2	4
CCCCN(C(=O)CSc1cc(C)c2ccc(OC)cc2n1)c1c(N)n(Cc2ccccc2)c(=O)[nH]c1=O	15	-3	-3	19	5	-26	0	3	7	11	-13
Nc1cccc(NC(=O)c2ccco2)c1	4	4	-10	-9	-4	5	-11	-3	-4	-14	-19
O=C(COC(=O)CCc1ccccc1)NCc1ccc2c(c1)OCO2	0	10	-20	5	-12	-20	16	1	-13	4	6
O=c1cc(-c2ccccc2)nc(N2CCN(Cc3ccc4c(c3)OCO4)CC2)[nH]1	5	21	-3	-3	-1	-2	-20	-6	4	14	-11
CC(C)CCNC(=O)C1CCCN1C(=O)NC1CCCCC1 (stereo not drawn)	-8	x	1	-2	10	4	-9	0	-4	-3	-19
CN(c1ccc(Cl)cc1)S(=O)(=O)c1nnc(NC(=O)C(C)(C)C)s1	-18	15	2	3	10	-9	17	1	5	15	7
OCC1(CCOc2ccccc2)CCN(CC2=Cc3cc(Cl)ccc3OC2)CC1	5	12	8	5	-3	-14	10	-10	-5	5	-19
Cc1ccc(NC(=O)CN(C)S(=O)(=O)c2cnc[nH]2)c(C)c1	-6	-2	-8	-9	12	8	2	8	3	5	11
COC(=O)Cn1c(=O)c2c(nc3n2CC(C)CN3c2ccc(C)c(C)c2)n(C)c1=O (stereo not drawn)	6	-4	-1	9	-6	u	-13	3	12	1	-12
CC1CCN(C2CC(=O)N(c3ccccc3)C2=O)CC1 (stereo not drawn)	-5	-25	4	1	-2	3	-5	-4	7	1	-23
O=C(CC[C@H]1O[C@@H](n2cnc3c(NC(=O)c4ccccc4)ncnc32)[C@H](O)[C@@H]1O)NCc1ccc2c(c1)OCO2	12	-8	-9	4	13	x	-39	x	x	-3	2
CCOC(=O)CN1C(=O)N[C@@H](CCc2ccccc2)[C@H](C(C)=O)[C@H]1C	-7	7	3	-5	14	10	-7	6	5	15	9
CCOc1cc(/C=C2\NC(=O)NC2=O)cc([N+](=O)[O-])c1O	11	-3	3	-17	1	-1	-8	-1	3	6	-23
CCN(CC)c1ccc(NC(=O)c2cncc(Br)c2)cc1	7	-10	-5	4	-40	-1	-3	5	1	-103	-24
O=C(CSc1nc(-c2ccc(Cl)cc2)[nH]c(=O)n1)Nc1cccc(Cl)c1	-17	15	-7	3	8	-11	14	3	x	1	9
Cn1c(SCC(=O)NCC2CCCO2)nc2c(c1=O)SCC2 (stereo not drawn)	3	-1	-3	9	9	0	-4	-7	-5	11	-1
CC(C(=O)N1CCOCC1)c1ccc([N+](=O)[O-])cc1 (stereo not drawn)	4	5	-8	2	4	4	-6	-1	-10	-2	-4
Cc1ccc(-c2nc(CS(=O)CC(=O)NCCC(C)C)c(C)o2)cc1 (stereo not drawn)	-3	4	-1	x	11	x	x	5	-3	-9	-8
O=C(CN1C(=O)CC(c2ccccc2)S(=O)(=O)c2ccccc21)NC1CCCC1 (stereo not drawn)	-10	7	-7	10	15	-10	-1	-2	1	6	8
CCCCOc1ccccc1-c1ccccc1CN1[C@@H](C(C)C)COCCS1(=O)=O	12	-4	-12	9	-24	-4	20	12	3	-2	16
Cn1nc(-c2ccc(OCC(N)=O)cc2)c2ccccc2c1=O	24	-16	4	-18	-3	5	-44	2	-2	8	-2
CC(O)[C@H]1CC[C@H]2[C@@H]3CC[C@H]4C[C@@H](O)CC[C@]4(C)[C@H]3/C(=N/O)C[C@]12C (stereo partly drawn)	3	-3	-5	-7	-13	-1	20	6	7	-12	7
CCN[C@H]1CN(CCCOC)S(=O)(=O)c2sc(S(N)(=O)=O)cc21	-1	-6	-7	3	18	-4	-14	-5	-2	12	9
COc1ccc(C(=O)/C=C/c2cccs2)c(OC(=O)N2CCOCC2)c1	-3	-7	-18	-9	18	-3	10	11	-7	22	-12

As entered above:
TLR9-MyD88 block, `OCC1(CCOc2ccccc2)CCN(CC2=Cc3cc(Cl)ccc3OC2)CC1` is entered as -5
SRC3 inh, `O=C(CN1C(=O)CC(c2ccccc2)S(=O)(=O)c2ccccc21)NC1CCCC1` (stereo not drawn) is entered as 15

Additional compounds:
SMILES	C8 TRAIL sens	TROY NFkB inh	NOD2-RIPK2 inh	NR2F2 inh	SRC3 inh	Vif inh	NCOA2 inhibitor	EBV LMP1 NFkB	TLR9-MyD88 block	NR5A2 inv ag	NCOA1 inh
Cc1ccc(C(=O)Nc2ccc(C(=O)O)cc2)cc1S(=O)(=O)Nc1cccc([N+](=O)[O-])c1	-11	16	1	2	-1	-10	-7	4	-8	-3	12
COc1cc(CC(=O)OCC(=O)c2c[nH]c3ccccc23)cc(OC)c1OC	14	8	8	-7	8	0	-13	-6	-9	24	-16
CCOc1ccccc1NC(=O)NC1(C(=O)N2CCOCC2)CCCCC1	0	-5	0	-7	4	x	1	-2	0	-8	-9
CC(C)CCn1c(Cl)nc2c1c(=O)n(C)c(=O)n2C	-8	-4	-3	-7	20	-7	-5	3	-7	17	-9
CCOC(=O)C(=O)/C(=C\N(C)C)c1onc(-c2c(F)cccc2Cl)c1C(=O)OC	4	5	-9	10	12	x	-19	0	-2	4	-17
O=C(O)c1cccc(NC(=O)c2ccccc2)c1	-2	-61	-7	-8	-24	0	-30	7	-7	-23	-29
O=C(CSc1nc2ccccc2o1)c1ccc2c(c1)OCCO2	-6	-21	-3	11	-21	-3	-8	-13	1	-12	-15
Clc1ccc(Sc2cc(N3CCOCC3)nc(-c3ccccc3)n2)cc1	3	-17	-9	-3	-1	-8	-14	-7	-2	6	-11
COc1ccc(C2=NOC3(CC(=O)N(c4ccc(F)cc4)C3=O)C2)cc1 (stereo not drawn)	0	3	0	7	13	-1	0	0	-2	9	13
CC1=C(C(=O)OC(C)C)C(c2ccc(O)cc2)NC(=O)N1 (stereo not drawn)	-13	-5	-11	-14	-12	9	-2	2	2	-3	10
CCCCNC(=O)c1ccc2c(SCC(=O)O)c3c(nc2c1)CCCC3	-14	-6	-6	15	10	5	-10	-2	-5	16	-12
O=C(CSc1nc2ccc(NC(=O)C3CCCCC3)cc2s1)NCC1CCCO1 (stereo not drawn)	4	-13	-5	-3	-9	-1	-22	4	3	-2	-11
CC(=O)OCCN(CCOC(C)=O)c1c(C)[nH]c(=O)[nH]c1=O	4	-3	-8	7	0	-3	-24	-4	-2	-1	-11
O=C(Nc1cccnc1)c1cccs1	-20	1	3	x	-100	x	x	-63	-5	-15	-33
Cc1ccc2oc(=O)c3cc(C(=O)NCCN4CCN(C)CC4)sc3c2c1	7	-20	-11	-14	6	-3	-9	-3	-3	13	6
COc1cccc(-c2cnc3c(NC(C)=O)cc(-c4ccc(S(C)(=O)=O)cc4)cn23)c1	-5	10	-4	8	-8	-8	-34	x	x	50	-7
CN(C(=O)COC(=O)c1cccnc1Nc1ccccc1F)C1CCS(=O)(=O)C1 (stereo not drawn)	-8	-49	-6	-1	-16	-5	-4	-2	10	-2	13
Nc1ccc(N2CCCCC2)c2nonc12	-5	23	-14	-7	22	11	-12	8	-6	4	-6
Cc1ccc(OCC(=O)Nc2ccc3oc(=O)ccc3c2)cc1	21	11	-12	-2	9	4	-20	-3	-7	11	5
CC(C)Cn1c(-c2ccc(Cl)cc2)cnc1SCC(=O)N1CCOCC1	2	-5	-8	12	2	-7	-10	-14	-1	-22	-8
CC(=O)N1c2ccccc2NC2=C(C(=O)CCC2)C1c1cccnc1 (stereo not drawn)	1	15	2	11	8	-4	-18	6	-7	6	-3
CCOc1ccc(C2=Nn3cnnc3SC2)cc1	-13	-1	-1	9	10	-7	-10	-3	-3	-4	-8
Nc1ncnc2c1ncn2[C@@H]1O[C@H](C(=O)N2CCCN(Cc3ccccc3F)CC2)[C@@H](O)[C@H]1O	1	8	-9	-16	12	7	5	x	x	-16	-27
COc1ccc(C(=O)O/N=C(\C)c2nccs2)cc1	-2	-22	-21	-15	14	-5	4	0	-18	8	6
Nc1c(C(=O)CSc2nnc(Nc3ccc(F)cc3)s2)c(=O)[nH]c(=O)n1C1CC1	26	11	-1	-6	-25	-3	-9	1	7	-21	-9
SMILES	C8 TRAIL sens	TROY NFkB inh	NOD2-RIPK2 inh	NR2F2 inh	SRC3 inh	Vif inh	NCOA2 inhibitor	EBV LMP1 NFkB	TLR9-MyD88 block	NR5A2 inv ag	NCOA1 inh
CON(C)S(=O)(=O)NC(=O)C1=C(N2CCCC2)COC1=O	-9	1	-3	8	12	2	-14	-2	0	-13	-9
Cc1c(C(=O)OCC(=O)c2ccc3c(c2)OCCO3)oc2ccccc12	16	-29	26*	-8	8	-4	-36	-25	0	-5	-16
NS(=O)(=O)c1ccc(CCNC(=O)CNS(=O)(=O)c2cccc(Br)c2)cc1	14	1	-7	13	4	9	3	1	10	14	-8
COc1ccc(OC)c(C(=O)CSc2nnc(Cc3cccs3)n2C)c1	-10	-4	4	4	-22	x	16	2	-6	9	-12
COc1ccc(CCN2C(=O)CS/C2=N\NC(=O)c2ccc(C(C)(C)C)cc2)cc1OC	15	12	2	31	2	-10	14	11	4	17	-1
COc1ccc(N(CC(=O)O)S(=O)(=O)c2c(C)n[nH]c2C)cc1	-7	7	7	-14	11	6	-11	-5	4	22	11
CNC(=O)c1ccccc1Sc1cccc2cccc(C(=O)O)c12	21	-13	1	14	-15	-9	4	5	-14	1	-8
O=C(ON=C1CCN(S(=O)(=O)c2ccccc2)CC1)c1ccccc1	3	-13	-12	5	5	4	-10	-6	-4	4	4
CCc1noc(C)c1C(=O)NC1CCCc2c1cnn2-c1cc(C)cc(C)c1 (stereo not drawn)	-7	-23	-5	-2	16	-9	-6	4	-2	-32	-3
Cc1ccc(NC(=O)COC(=O)CCc2c(C)nc3ncnn3c2C)cc1C	-5	4	13	0	3	-3	-3	-1	3	-12	-6
CC12CCC(=O)N1c1c(sc3nc(N4CCOCC4)c4c(c13)CCCC4)C(=O)N2 (stereo not drawn)	-11	14	-9	1	-14	14	-5	-5	-12	43	-2
Cc1ccc(S(=O)(=O)/C(=C\N(C)C)c2cnc(Cl)s2)cc1	-14	5	-10	0	5	3	-20	1	-7	-13	13
Cc1c(CCCC(=O)O)sc(N)c1C(=O)c1cccc(C(F)(F)F)c1	-1	11	-5	0	15	175	-3	-1	0	5	-5
COc1ccc(NS(=O)(=O)c2cc(C)ccc2OC)cc1OC	15	1	-15	-1	-7	7	-6	4	-15	5	12
O=C(Cn1cc(F)c(=O)[nH]c1=O)c1ccco1	2	12	1	0	1	-7	2	0	-6	19	10
O=C(NCCOC(=O)c1ccc(C(=O)OCCNC(=O)c2cccnc2)s1)c1cccnc1	-6	20	-6	12	6	x	-3	0	1	17	-15
CC(C)c1ccccc1OCC(O)CN1CCN(S(=O)(=O)c2ccc([N+](=O)[O-])cc2)CC1 (stereo not drawn)	10	20	-3	1	-14	x	17	0	2	10	5
Nc1ccc2nc(-c3cccc(-c4nc5ccc(N)cc5[nH]4)n3)[nH]c2c1	20	-4	8	19	-2	-3	-8	-8	3	12	8
COc1cc2c(C#N)c(N3CCN(C)CC3)nc(N)c2c(N)n1	10	-12	10	-3	7	1	-29	-1	2	9	-4

A portion of the library, so the mix of outcomes need not match the whole.
